Screens (PubChem BioAssay)
BLM helicase inh – inhibitors of human Bloom syndrome helicase BLM; 350,000 compounds, 0.2% hits; P54132; Potency, µM (series often up to 56.1 µM), inactives show top-dose activity change, negative = inhibition, usual class: inhibitors; recombinant BLM DNA unwinding, fluorescence dequenching; active = well fitted inhibition curve with a large enough effect;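 note: plate controls were vehicle for no effect and no enzyme for full effect; nearly all actives have a fitted effect of over 35% in size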
Target sequence (P54132 whole entry, looked up): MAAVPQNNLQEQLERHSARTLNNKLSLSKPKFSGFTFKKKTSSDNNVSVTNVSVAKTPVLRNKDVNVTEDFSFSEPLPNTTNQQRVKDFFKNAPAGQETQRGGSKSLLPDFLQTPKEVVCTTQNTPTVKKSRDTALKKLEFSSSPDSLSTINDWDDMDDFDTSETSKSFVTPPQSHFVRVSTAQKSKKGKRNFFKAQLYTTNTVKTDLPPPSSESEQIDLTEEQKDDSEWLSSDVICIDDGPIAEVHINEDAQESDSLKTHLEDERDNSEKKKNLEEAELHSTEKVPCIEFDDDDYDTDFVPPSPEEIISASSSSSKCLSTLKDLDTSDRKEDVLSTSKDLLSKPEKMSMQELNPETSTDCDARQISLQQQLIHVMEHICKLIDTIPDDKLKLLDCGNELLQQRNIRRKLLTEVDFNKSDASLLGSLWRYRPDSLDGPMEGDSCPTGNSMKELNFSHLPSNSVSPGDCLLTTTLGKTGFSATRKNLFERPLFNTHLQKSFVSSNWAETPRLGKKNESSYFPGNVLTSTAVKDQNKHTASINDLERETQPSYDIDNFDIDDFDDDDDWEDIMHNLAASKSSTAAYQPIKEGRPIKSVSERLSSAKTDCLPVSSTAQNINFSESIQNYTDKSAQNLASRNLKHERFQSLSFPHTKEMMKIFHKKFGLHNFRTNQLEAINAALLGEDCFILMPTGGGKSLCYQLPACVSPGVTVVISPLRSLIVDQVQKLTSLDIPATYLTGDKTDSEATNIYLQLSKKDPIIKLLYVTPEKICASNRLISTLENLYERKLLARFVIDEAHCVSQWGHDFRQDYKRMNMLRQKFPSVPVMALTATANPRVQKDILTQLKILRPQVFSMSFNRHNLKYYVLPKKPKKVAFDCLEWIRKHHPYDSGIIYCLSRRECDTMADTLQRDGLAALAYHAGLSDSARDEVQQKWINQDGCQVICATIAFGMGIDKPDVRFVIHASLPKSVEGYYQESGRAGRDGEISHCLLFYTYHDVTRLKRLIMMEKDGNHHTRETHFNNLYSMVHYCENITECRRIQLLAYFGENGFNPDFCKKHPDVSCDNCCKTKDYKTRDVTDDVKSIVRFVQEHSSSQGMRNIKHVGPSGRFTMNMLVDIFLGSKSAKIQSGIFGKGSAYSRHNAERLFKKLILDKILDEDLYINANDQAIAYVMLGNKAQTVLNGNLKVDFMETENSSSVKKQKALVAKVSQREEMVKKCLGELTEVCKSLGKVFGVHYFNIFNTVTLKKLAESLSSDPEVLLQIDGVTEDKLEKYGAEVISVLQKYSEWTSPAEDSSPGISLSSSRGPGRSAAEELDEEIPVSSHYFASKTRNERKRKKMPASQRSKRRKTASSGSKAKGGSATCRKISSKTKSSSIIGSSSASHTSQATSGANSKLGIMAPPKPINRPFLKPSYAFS
Active calls of the source: *; & = joins results of further samples; [ ] = remark or other dose. Potency is the fitted concentration of half-maximal effect. Some of the compounds tested (hit frequency here may not be typical).

SMILES | BLM helicase inh
CC[C@H](C)[C@@H]1NC(=O)[C@H](Cc2ccc(O)cc2)NC(=O)[C@@H](N)CSSC[C@@H](C(=O)N2CCC[C@H]2C(=O)N[C@@H](CC(C)C)C(=O)NCC(N)=O)NC(=O)[C@H](CC(N)=O)NC(=O)[C@H](CCC(N)=O)NC1=O | 1%
COC(=O)/C=C/c1cccc(N(Cc2ccc(-c3ccc(N(C)C)cc3)cc2)C(=O)C2CCCCC2)c1 | -7%
NCCC[C@@H](CC(=O)N[C@@H]1CCCC[C@H]1C(=O)N[C@H](CC(=O)N[C@@H](CCC(=O)O)CC(=O)O)Cc1ccccc1)NC(=O)C[C@H](Cc1c[nH]c2ccccc12)NC(=O)[C@@H]1CCCC[C@H]1N | 1%
CC(C)Cn1nnnc1S(=O)(=O)CCc1ccccc1 | -3%
Cn1c(=O)n2n(c1=O)[C@H]1[C@H](O)[C@H]3O[C@@H]3/C(=N/OCc3ccccc3)[C@@H]1CC2 | -2%[12.4 µM]
COC(=O)C1=C(C(=O)OC)[C@@H]2N(Cc3ccccc3)c3ccccc3[C@@]23C[C@@H](C(=O)OC)N(S(=O)(=O)c2ccc(C#N)cc2)C3=N1 | -2%[12.4 µM]
COC(=O)c1ccc(CN2[C@@H]3C[C@@H](O)CC[C@@H]3C[C@H]2C(=O)OC)cc1 | 1%
CC(C)C[C@H](NC(=O)CN(C)C(=O)[C@H](Cc1ccccc1)NC(=O)[C@H](Cc1ccccc1)NC(=O)[C@H](CCC(N)=O)NC(=O)[C@H](CCC(N)=O)NC(=O)[C@@H]1CCCN1C(=O)[C@H](CCCCN)NC(=O)[C@@H]1CCCN1C(=O)[C@@H](N)CCCN=C(N)N)C(=O)N[C@@H](CCS(C)(=O)=O)C(N)=O | 6%
NCCC[C@@H](CC(=O)N[C@@H]1CCCC[C@H]1C(=O)N[C@H](CC(=O)N[C@@H](CCC(=O)O)CC(=O)O)Cc1c[nH]c2ccccc12)NC(=O)C[C@H](Cc1ccccc1)NC(=O)[C@@H]1CCCC[C@H]1N | 5%
CCN1CCCC1Cn1c(-c2ccccc2)nc2c(N(CCOC)CCOC)nc(C)nc21 (configuration not stated) | 0%
COc1ccc(-c2nc(-c3ccccc3)oc2Nc2ccccc2C)cc1 | 3%&1%
CN(C)Cc1ccccc1-c1nccc(N(C)C)n1 | 27%
C[C@@H](C(=O)Nc1ccc2ccccc2c1)[C@H]1C[C@]1(C)[C@H](NS(=O)(=O)c1ccc2ccccc2c1)c1ccccc1 | -3%
C[C@H]1Cc2c(-c3ccccc3)nc3c(c2CO1)CN(C(=O)Nc1cccc(C#N)c1)CC3 | -4%[12.4 µM]
COc1cccc([C@H]2Oc3ccc(OC)cc3/C(=N\OC[C@@H](O)[C@@H]3O[C@@H]4OC(C)(C)O[C@@H]4[C@H]3O)[C@@H]2O)c1 | -3%[12.4 µM]
C[C@@H]1OC(OC2C(OC3CC[C@@]4(C)C5CC=C6C7CC(C)(C)CC[C@@]7(C(=O)O)CCC6(C)C5(C)CCC4[C@]3(C)CO)OCC(O)C2O)C(O)C(O)C1O (some centres not stated) | -15%
CCCn1c(-c2ccc(F)cc2)nc2c(NCCCN3CCCCC3C)nc(C)nc21 (configuration not stated) | -4%
C[C@@H](c1ccccc1)N1C(=O)[C@H]2[C@H]3[C@H](O)[C@H](O)C/C(=N/OCc4ccccc4)[C@H]3CC[C@@H]2C1=O | -1%[12.4 µM]
Cc1cc(=O)oc2cc(OC3C=CC(C#CC(C)(C)C)OC3CO)ccc12 (configuration not stated) | 2%[12.4 µM]
COc1ccc2c(c1)O[C@@H](c1ccc3c(c1)OCO3)[C@H](OC(=O)N[C@H](C)C1CCCCC1)C2=O | 2%
COC(=O)NC(CC(C)=O)c1ccccc1 (configuration not stated) | 0%[12.4 µM]
CC[C@H](C)[C@H](NC(=O)[C@@H](NC(=O)[C@@H](CC(=O)NO)Cc1ccccc1)[C@@H](C)CC)C(=O)O | -2%
CO[C@H]1COC(=O)[C@@H](CCSC)NC(=O)C/C=C\[C@@H](C)COC(=O)[C@@H](OCc2ccccc2)/C=C\[C@@H]1C | -3%[12.4 µM]
COc1ccc2[nH]cc(CCNc3ncnc4ccc(-c5ccc(C(=O)N(C)C)cc5)cc34)c2c1 | -2%
CC(C)C[C@H](NC(=O)[C@H](CC(C)C)NC(=O)[C@H](CCC(N)=O)NC(=O)[C@H](CO)NC(=O)[C@@H]1CCCN1C(=O)[C@H](CO)NC(=O)[C@H](CO)NC(=O)[C@@H](NC(=O)[C@H](Cc1cnc[nH]1)NC(=O)[C@H](CCC(=O)O)NC(=O)[C@H](Cc1ccc(O)cc1)NC(=O)[C@H](CCCCN)NC(=O)[C@H](CCC(N)=O)NC(=O)[C@H](Cc1ccc(O)cc1)NC(=O)[C@H](CC(=O)O)NC(=O)[C@@H](NC(=O)[C@@H]1CCCN1C(=O)[C@H](CC(=O)O)NC(=O)[C@H](CC(N)=O)NC(=O)[C@H](CC(=O)O)NC(=O)CNC(=O)[C@H](CC(=O)O)NC(=O)[C@@H]1CCCN1C(=O)[C@H](CCC(N)=O)NC(=O)[C@H](Cc1ccc(O)cc1)NC(=O)[C@H](C)NC(=O)[C@H](Cc1c[nH]c2ccccc12)NC(=O)[C@H](Cc1ccccc1)NC(=O)[C@@H](NC(=O)[C@@H](N)CO)[C@@H](C)O)[C@@H](C)O)[C@@H](C)O)C(=O)N[C@@H](C)C(=O)N1CCC[C@H]1C(=O)NCC(=O)N[C@@H](CC(=O)O)C(=O)N[C@@H](Cc1ccc(O)cc1)C(=O)O | 2%
C[C@H]1Cc2c(COc3ccccc3)nc3c(c2CO1)CN(C(=O)C1CCCCC1)CC3 | -4%[12.4 µM]
CN1CCN(c2nc(-c3ccc(N(C)C)cc3)nc3ccccc23)CC1 | 59%[activator]
COc1cccc(-c2ccc3ncnc(NCc4ccccc4OC)c3c2)c1 | 7%
CO[C@H]1COC(=O)[C@@H](OCc2ccccc2)/C=C\[C@H](C)[C@@H](OC)COC(=O)[C@H](OCc2ccccc2)/C=C\[C@@H]1C | 7%[12.4 µM]
CO/N=C\[C@@H](OC)[C@H](C)/C=C\CC(=O)OC | 0%[12.4 µM]
c1ccc(-c2[nH]ncc2-c2ccnc3ccccc23)nc1 | 2%
COc1ccc2c(c1)C(=O)[C@@H](OC(=O)NS(=O)(=O)c1ccc(F)cc1)[C@H](c1ccc(OC)c(Br)c1)O2 | 3%
N[C@@](C(=O)O)(c1ccc(P(=O)(O)O)cc1)C1CC1 | -5%
CC(C)C[C@@H](CC(=O)N[C@@H](CCC(=O)O)CC(=O)O)NC(=O)[C@@H]1CNCC[C@H]1NC(=O)C[C@H](CCCN)NC(=O)C[C@H](CO)NC(=O)[C@@H]1CCCC[C@H]1N | -1%
C=C(C)C(=O)/C=C/c1ccc(C(F)(F)F)cc1 | 4%
COC(=O)[C@H]1C[C@@H]1[C@H](NC(C)=O)c1ccccc1 | -1%
C=CCC(C)(O)/C=C/c1ccccc1 (configuration not stated) | -5%
O=CN1CCc2c([nH]c3ccccc23)C1c1cccc2cccnc12 (configuration not stated) | -3%
COc1ccc2c(c1)OC[C@H]1c3cc4c(cc3O[C@@H]21)OCO4 | -6%
C[C@H]1CC[C@H]2C(=O)N3[C@H](c4ccc(Br)cc4)[C@@H](C)CC[C@H]3C(=O)N2[C@@H]1c1ccc(Br)cc1 | -2%[12.4 µM]
Cc1ccc(S(=O)(=O)NC(=O)O[C@@H]2C(=O)c3cc(Br)ccc3O[C@H]2c2ccc3c(c2)OCO3)cc1 | -4%
CC(C)C[C@@H](CC(=O)N[C@H](CC(=O)N[C@@H]1CCNC[C@H]1C(=O)N[C@H](CC(=O)N[C@@H](CCC(=O)O)CC(=O)O)CC(C)C)C(C)C)NC(=O)[C@@H]1CCCC[C@H]1N | 2%
COC(=O)[C@@H]1CC[C@H](C)[C@@H](c2ccc(C)cc2)N1C(=O)c1ccc(/C=N\O[C@@H](C)c2cn([C@H](CO)Cc3ccccc3)nn2)cc1 | -3%&-2%[12.4 µM]
CCCC[C@@H]1C[C@H]1C(NC(=O)c1ccco1)c1ccccc1 (some centres not stated) | -5%
CCCCC/C=C\C/C=C\CCCCCCCC(=O)NCCCC(=O)O | -1%
CNCCCCc1cnc(C)c2[nH]c3ccccc3c12 | 185%[activator]
CC(C)CCCC(C)C1CCC2C3CC=C4CC(=O)CC[C@@]4(C)C3CC[C@@]12C (some centres not stated) | 2%
CO[C@H]1COC(=O)[C@@H](C)COC(=O)[C@H](C)NC(=O)C/C=C\[C@H]1C | -3%[12.4 µM]
C=CCOCC1CN2C(CCC(C)C2c2ccc(Br)cc2)C(=O)O1 (configuration not stated) | -3%[12.4 µM]
COC(=O)NC(c1cccc(F)c1)[C@]1(C(C)=O)CCCC1=O (some centres not stated) | 5%[12.4 µM]
CN(C)Cc1ccccc1-c1nc(N(C)Cc2ccco2)c2ccccc2n1 | 82%[activator]
NCCC[C@@H](CC(=O)N[C@@H]1CCNC[C@H]1C(=O)N[C@H](CC(=O)N[C@@H](CCC(=O)O)CC(=O)O)Cc1c[nH]c2ccccc12)NC(=O)C[C@H](CO)NC(=O)[C@@H]1CCCC[C@H]1N | -1%
CSCC[C@H](NC(=O)[C@H](CO)NC(=O)[C@H](Cc1ccc(O)cc1)NC(=O)[C@@H](N)CO)C(=O)N[C@@H](CCC(=O)O)C(=O)N[C@@H](Cc1cnc[nH]1)C(=O)N[C@@H](Cc1ccccc1)C(=O)N[C@@H](CCCNC(=N)N)C(=O)N[C@@H](Cc1c[nH]c2ccccc12)C(=O)NCC(=O)N[C@@H](CCCCN)C(=O)N1CCC[C@H]1C(=O)N[C@H](C(=O)NCC(=O)N[C@@H](CCCCN)C(=O)N[C@@H](CCCCN)C(=O)N[C@@H](CCCNC(=N)N)C(=O)N[C@@H](CCCNC(=N)N)C(=O)N1CCC[C@H]1C(=O)N[C@H](C(=O)N[C@@H](CCCCN)C(=O)N[C@H](C(=O)N[C@@H](Cc1ccc(O)cc1)C(=O)N1CCC[C@H]1C(=O)N[C@@H](CC(N)=O)C(=O)NCC(=O)N[C@@H](C)C(=O)N[C@@H](CCC(=O)O)C(=O)N[C@@H](CC(=O)O)C(=O)N[C@@H](CCC(=O)O)C(=O)N[C@@H](CO)C(=O)N[C@@H](C)C(=O)N[C@@H](CCC(=O)O)C(=O)N[C@@H](C)C(=O)N[C@@H](Cc1ccccc1)C(=O)N1CCC[C@H]1C(=O)N[C@@H](CC(C)C)C(=O)N[C@@H](CCC(=O)O)C(=O)N[C@@H](Cc1ccccc1)C(=O)O)C(C)C)C(C)C)C(C)C | 10%
CC(C)[C@H](NC(=O)[C@H](CCCCN)NC(=O)[C@@H](NC(=O)[C@@H]1CCCN1C(=O)[C@H](CCCN=C(N)N)NC(=O)[C@H](CCCN=C(N)N)NC(=O)[C@H](CCCCN)NC(=O)[C@H](CCCCN)NC(=O)CNC(=O)[C@@H](NC(=O)[C@@H]1CCCN1C(=O)[C@@H](N)CCCCN)C(C)C)C(C)C)C(=O)N[C@@H](Cc1ccc(O)cc1)C(=O)N1CCC[C@H]1C(=O)O | 68%[activator]
CCCCCCC1=Cc2cc(OC)c(OC)cc2C(C(C(C)=O)C(=O)OC)O1 (configuration not stated) | 0%[12.4 µM]
COC(=O)C1=C(C(=O)OC)[C@@H]2N(C)c3ccc(OC)cc3[C@@]23C[C@@H](C(=O)OC)N(C(C)=O)C3=N1 | -1%[12.4 µM]
O=C(O)c1ccc(NS(=O)(=O)c2ccsc2C(=O)O)cc1 | 1%
CC(=O)c1ccc(N2CCOCC2)cc1O | -1%
CC(C)[C@@H](CC(=O)N[C@@H]1CCNC[C@H]1C(=O)N[C@H](CC(=O)N[C@@H](CCC(=O)O)CC(=O)O)Cc1ccccc1)NC(=O)C[C@H](CO)NC(=O)[C@@H]1CNCC[C@H]1N | 4%
COc1ccc(-c2nc3c(c4c2C[C@H](c2ccccc2)OC4)CN(S(=O)(=O)c2ccc4c(c2)OCCN4C)CC3)c(C)c1 | 2%[12.4 µM]

Next part, overlapping the part above by 7 compounds.
SMILES | BLM helicase inh
CC(C)[C@H](NC(=O)[C@H](CCCCN)NC(=O)[C@@H](NC(=O)[C@@H]1CCCN1C(=O)[C@H](CCCN=C(N)N)NC(=O)[C@H](CCCN=C(N)N)NC(=O)[C@H](CCCCN)NC(=O)[C@H](CCCCN)NC(=O)CNC(=O)[C@@H](NC(=O)[C@@H]1CCCN1C(=O)[C@@H](N)CCCCN)C(C)C)C(C)C)C(=O)N[C@@H](Cc1ccc(O)cc1)C(=O)N1CCC[C@H]1C(=O)O | 68%[activator]
CCCCCCC1=Cc2cc(OC)c(OC)cc2C(C(C(C)=O)C(=O)OC)O1 (configuration not stated) | 0%[12.4 µM]
COC(=O)C1=C(C(=O)OC)[C@@H]2N(C)c3ccc(OC)cc3[C@@]23C[C@@H](C(=O)OC)N(C(C)=O)C3=N1 | -1%[12.4 µM]
O=C(O)c1ccc(NS(=O)(=O)c2ccsc2C(=O)O)cc1 | 1%
CC(=O)c1ccc(N2CCOCC2)cc1O | -1%
CC(C)[C@@H](CC(=O)N[C@@H]1CCNC[C@H]1C(=O)N[C@H](CC(=O)N[C@@H](CCC(=O)O)CC(=O)O)Cc1ccccc1)NC(=O)C[C@H](CO)NC(=O)[C@@H]1CNCC[C@H]1N | 4%
COc1ccc(-c2nc3c(c4c2C[C@H](c2ccccc2)OC4)CN(S(=O)(=O)c2ccc4c(c2)OCCN4C)CC3)c(C)c1 | 2%[12.4 µM]
Cc1nc(NC2CCCCC2)c2nc(-c3ccccc3)n(CCCN(C)C)c2n1 | -8%
C=C1CCC2C(CC2(C)C)C(=O)CCC1O (configuration not stated) | 5%
COc1ccc(-c2oc3ccccc3c(=O)c2O)cc1 | -4%
CCCC1OC2CC3C4CCC5=CC(=O)C=CC5(C)C4C(O)CC3(C)C2(C(=O)CO)O1 (configuration not stated) | 2%
C[C@@H](C(=O)NCc1cccc2ccccc12)[C@H]1C[C@]1(C)[C@H](NC(=O)OCc1ccccc1)c1ccccc1 | -2%
